# PHOSPHO1 inh: blocks human PHOSPHO1 phosphatase activity | inhibition, % at 13.3 µM | 290,000 tested, 1.1% active | recombinant PHOSPHO1, absorbance phosphatase assay; in the data active = inhibition above about 60%
# MEKK3 PB1 HTS: MEKK3-MEK5 PB1 interaction, increase or decrease | Q99759 | bead-based flow cytometry, Alexa488-MEK5 binding to MEKK3; actives lie on both sides; 0 = blocked by unlabeled MEK5, 100 = vehicle | binding response (% of control), % at 10 µM | 290,000 tested, 1.4% active;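 active = binding response more than 3 SD above or below the average of its plate-row segment, actives on both sides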;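 also: Alexa488 bead fluorescence after subtracting the streptavidin-only scavenger bead signal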
# DNA FID counter: fluorescent intercalator displacement, NS3 helicase counter-screen; DNA fluorescent intercalator displacement, fluorescence; inhibition, % at 7.9 µM; 290,000 tested, 0.17% active; AID 1845; in the data active = inhibition above about 37%;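 also: 0% = vehicle and 100% = reference compound; higher means more ethidium bromide displaced from hairpin DNA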
# IDE cell activ: IDE (human) activation, cell-based; P14735; HEK cells, FAbeta-B cleavage, fluorescence polarization; 0% vehicle, 100% cell-free pure enzyme wells; activation, % at 5.96 µM; 340,000 tested, 0.073% active;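 active = activation above the mean of all tested compounds plus 3 SD, set per screening campaign, cut at about 17% in these data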
# HCV NS3 hel inh: blocks Hepatitis C virus NS3 helicase unwinding; 290,000 tested, 0.56% active; NS3 helicase DNA unwinding, Cy5 molecular beacon fluorescence; inhibition, % at 10.9 µM;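 active = inhibition above the mean of all tested compounds plus 3 SD, set per campaign, cut at about 35% in these data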;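 also: 0% = DMSO wells and 100% = thioflavine S control wells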
#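 System: Hepatitis C virus NS3 helicase domain fragment enzyme | Reagent: Annealed dual-labelled DNA beacon duplex, ATP-started | Compound dosing: 10.9 µM single point, 0.8% DMSO | Incubation: 1 h reaction at 25 °C, ATP-initiated | Technique: Cy5 fluorescence | Evaluation: Percent inhibition from t60/t0 fluorescence ratio | Benchmarks: Low DMSO, high thioflavine S at 110 µM | Replication: Singlicate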
# SUMO HTRF inh: inhibitors of human SUMOylation (UBC9); HTRF SUMOylation assay, SAE1/SAE2 + UBC9, in vitro; inhibition, % at 35 µM; 290,000 tested, 0.36% active; in the data active = inhibition above about 50%, passing the limit was not always enough; also: strong numbers were not always called active
# VIM-2 inhibitor: blocks Pseudomonas aeruginosa VIM-2 metallo-beta-lactamase; 290,000 tested, 0.89% active; inhibition, % at 5.6 µM; purified VIM-2, nitrocefin hydrolysis, epi-absorbance fluorescence;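 active = inhibition above the mean of all tested compounds plus 3 SD, cutoff set per screening run, cut at about 7.5% in these data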;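 also: red hydrolysis product quenches plate fluorescence so inhibitors raise well fluorescence; 0% = enzyme with DMSO and 100% = DMSO without enzyme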
# p-CIP stab down: p/CIP protein destabilization; decrease of EGFP signal, % at 10 µM; 290,000 tested, 0.01% active; F442A p/CIP-EGFP cells, EGFP fluorescence, 16 h; Q05BA5;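 active = EGFP signal decrease of at least 30% at 10 µM or well 3 SD below plate mean, unless failing retest; inactive = the rest, including hits failing retest or dose response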; also: some compounds called inactive have numbers as strong as hits; many of its hits are not listed in these tables
# Target sequence (Q05BA5 1-1403): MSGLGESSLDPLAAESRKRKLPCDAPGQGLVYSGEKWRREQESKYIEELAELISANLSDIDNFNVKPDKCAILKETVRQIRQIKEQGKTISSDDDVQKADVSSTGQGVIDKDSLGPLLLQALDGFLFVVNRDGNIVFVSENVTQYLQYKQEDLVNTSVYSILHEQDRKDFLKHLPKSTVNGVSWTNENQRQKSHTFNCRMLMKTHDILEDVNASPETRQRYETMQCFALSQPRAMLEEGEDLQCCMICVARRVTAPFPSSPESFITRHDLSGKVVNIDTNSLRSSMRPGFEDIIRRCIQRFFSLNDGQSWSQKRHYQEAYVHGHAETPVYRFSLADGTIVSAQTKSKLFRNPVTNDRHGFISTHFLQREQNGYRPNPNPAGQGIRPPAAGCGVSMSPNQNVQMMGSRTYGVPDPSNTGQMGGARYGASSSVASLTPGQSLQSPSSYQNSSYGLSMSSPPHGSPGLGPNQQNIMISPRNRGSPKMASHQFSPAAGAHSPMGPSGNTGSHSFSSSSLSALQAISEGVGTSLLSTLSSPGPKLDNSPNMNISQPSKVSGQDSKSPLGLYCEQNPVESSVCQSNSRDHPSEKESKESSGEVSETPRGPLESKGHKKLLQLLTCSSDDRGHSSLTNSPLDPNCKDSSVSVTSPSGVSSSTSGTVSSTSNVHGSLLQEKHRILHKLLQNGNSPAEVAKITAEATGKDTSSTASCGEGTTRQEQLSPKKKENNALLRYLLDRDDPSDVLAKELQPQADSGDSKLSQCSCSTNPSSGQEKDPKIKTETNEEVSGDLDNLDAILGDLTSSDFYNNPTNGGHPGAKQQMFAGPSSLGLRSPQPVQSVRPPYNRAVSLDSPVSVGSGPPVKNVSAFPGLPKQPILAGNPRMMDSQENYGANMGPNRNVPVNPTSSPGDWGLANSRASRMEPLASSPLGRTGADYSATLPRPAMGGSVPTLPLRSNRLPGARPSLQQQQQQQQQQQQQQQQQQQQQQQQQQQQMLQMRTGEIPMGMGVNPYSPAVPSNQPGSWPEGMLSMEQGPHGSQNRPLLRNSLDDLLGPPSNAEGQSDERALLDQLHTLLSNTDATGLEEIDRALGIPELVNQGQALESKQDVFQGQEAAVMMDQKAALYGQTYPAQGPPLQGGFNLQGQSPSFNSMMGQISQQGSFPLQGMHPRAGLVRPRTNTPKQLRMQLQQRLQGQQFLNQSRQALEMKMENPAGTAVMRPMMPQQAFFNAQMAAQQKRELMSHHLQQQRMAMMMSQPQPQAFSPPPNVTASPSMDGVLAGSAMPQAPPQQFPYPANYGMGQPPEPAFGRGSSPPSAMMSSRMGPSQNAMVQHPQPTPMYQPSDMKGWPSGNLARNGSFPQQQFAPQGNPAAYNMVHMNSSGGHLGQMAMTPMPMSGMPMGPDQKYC
# IMP-1 inhibitor: inhibitors of Pseudomonas aeruginosa IMP-1 metallo-beta-lactamase. purified IMP-1, nitrocefin hydrolysis, epi-absorbance fluorescence. 290,000 tested, 0.45% active. inhibition, % at 5.6 µM. AID 1556;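 active = inhibition above the mean plus 3 SD of all compounds in the same screening run, cut at about 4.5% in these data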;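 also: 0% = IMP-1 with DMSO and 100% = DMSO wells lacking enzyme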
#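 Assay system: purified recombinant IMP-1 beta-lactamase. Input: IMP-1 0.2 nM before substrate addition. Buffer or medium: Zinc- and detergent-supplemented HEPES buffer, pH 7.1. Schedule: 25 °C, 15 min preincubation, 25 min reaction. Signal: Epi-absorbance fluorescence, 480 nm excitation, 530 nm emission. Evaluation: percent inhibition from optical density relative to buffer-blank wells.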
# Numbers without * were called inactive; . = not tested or not shown.
Compound,PHOSPHO1 inh,MEKK3 PB1 HTS,DNA FID counter,IDE cell activ,HCV NS3 hel inh,SUMO HTRF inh,VIM-2 inhibitor,p-CIP stab down,IMP-1 inhibitor
CCOC(=O)C(CC)n1cnc2c(cnn2-c2ccc(Cl)cc2)c1=O (configuration not stated),23,107,-3,-5,8,-22,-0.5,9,-1.1
Cn1c(SCC(=O)N2CCN(S(=O)(=O)c3ccccc3)CC2)nc2ccccc21,-30,109,-22,7,3,-2,0.7,-9,-1.6
O=C(c1cn(CC(=O)N2CCCC2)c2ccccc12)C1CCCCC1,17,106,-18,6,4,11,-1.6,-4,-2.5
CC12CCC(C(=O)NCCN3CCCCC3)(CC1=O)C2(C)C (configuration not stated),-25,82,-10,-3,14,16,-2.5,-3,-4.2
Oc1c(Cl)cc(Cl)cc1C=Nc1ccc(Br)cc1,50,90,5,1,3,19,-4.0,-3,-3.4
CCOC(=O)N1CCN(CC(=O)Nc2ccc([N+](=O)[O-])cc2C(=O)Nc2ccccc2F)CC1,-30,96,-13,4,-9,11,-2.3,-8,-4.4
COCCCn1c(SCC(=O)NC2CCCC2)nnc1-c1cccs1,24,104,-13,3,-9,9,4.2,-9,-1.7
COc1ccccc1N1CCN(C(=O)CN(c2cc(C)cc(C)c2)S(C)(=O)=O)CC1,8,72,-40,-2,-3,7,2.7,-1,-0.4
COc1ccc(-n2c(Cc3cccn3C)nnc2SCC(=O)Nc2ccccc2C)cc1,28,97,-36,2,-1,20,-2.4,-8,-5.3
COc1ccc2[nH]c3c(NCCN4CCCCC4)ncnc3c2c1,-2,87,34,1,3,24,-0.5,2,0.7

# Results in MEKK3 PB1 HTS (two entries from above):
structure	MEKK3 PB1 HTS
COCCCn1c(SCC(=O)NC2CCCC2)nnc1-c1cccs1	104
COc1ccccc1N1CCN(C(=O)CN(c2cc(C)cc(C)c2)S(C)(=O)=O)CC1	72

# New compounds follow.
Compound,PHOSPHO1 inh,MEKK3 PB1 HTS,DNA FID counter,IDE cell activ,HCV NS3 hel inh,SUMO HTRF inh,VIM-2 inhibitor,p-CIP stab down,IMP-1 inhibitor
Cc1ccc(OCCn2ncc3ccccc3c2=O)c(C)c1,19,106,-23,3,-9,16,-1.9,-4,-0.8
Cc1ccc(OCn2c(=O)sc3ccccc32)cc1,28,106,-2,-1,-14,-17,-0.8,6,-2.0
COc1ccc(NC(=O)NC2CCCCCCC2)cc1OC,31,96,-22,4,4,4,-2.0,8,-5.0
Cc1ccc(CNC(=O)c2ccc(CS(=O)Cc3cccc(Cl)c3)o2)cc1 (configuration not stated),19,101,-56,0,24,-7,-2.0,9,2.0
CC(C)Oc1ccc(C(=O)NNC(=O)c2ccccc2C(=O)O)cc1,-4,99,-5,-1,-10,10,-3.5,-6,-3.0
C=CCn1c(SC(CCO)C(=O)NCc2ccco2)nc2sc3c(c2c1=O)CCC3 (configuration not stated),9,102,-23,-1,13,-8,-1.6,3,-0.8
COc1cc(/C=N/N=C2/NC(=O)C(Cc3ccccc3)S2)ccc1O (configuration not stated),-13,94,-11,7,-27,7,-3.1,4,-2.4
CC(Oc1ccc(Cl)cc1)C(=O)N(C)CC(=O)Nc1ccc(N2CCOCC2)cc1 (configuration not stated),28,98,-23,-2,-2,5,-2.1,0,-2.1
CC1CN(C(=O)c2cc3c(=O)n4ccccc4nc3n2C)CC(C)O1 (configuration not stated),17,105,-14,4,-2,50,1.1,-7,-0.4
CCC(C)c1ccc(NC(=S)NCc2ccccn2)cc1 (configuration not stated),-46,99,-13,-1,-8,-8,-3.5,-5,-2.5
CC(=O)Cn1ncc(N2CCCCC2)c(Cl)c1=O,30,74,2,1,-7,8,3.1,-9,-1.3
Cn1nc(C(C)(C)C)c(NC(=O)c2ccc(F)cc2)c1C(C)(C)C,6,96,-1,9,10,6,-1.0,-14,-3.0
COCCC(=O)N1CCC(Oc2ccc(C(=O)NCCC3=CCCCC3)cc2)CC1,44,102,-61,3,-5,-10,-1.6,-6,-2.7
O=c1[nH]n(-c2ccccc2Cl)c(=O)c2ccccc12,10,103,4,2,-6,1,-1.4,3,-2.7
Cc1c(NC(=O)OC(C)C)sc(=S)n1C,22,78,-1,-3,2,5,-0.5,-7,-0.6
CC(C)N(C(=O)Cn1c(-c2ccccc2Cl)nc2ccccc21)c1ccccc1,-7,99,-34,6,-3,8,-2.3,-1,-1.0
COc1ccc(C(=O)N2CCN(c3ccccc3)CC2)cc1S(=O)(=O)N1CCOCC1,43,102,-23,3,3,6,-1.6,-14,-0.7
O=C(NNC(=O)c1c(O)c2ccccc2[nH]c1=O)c1ccccc1,-8,103,-2,2,5,-6,-2.5,3,-3.8
COc1ccc(OCc2cc(C(=O)N3CCN(CC4CC4)CC3)no2)c(Cl)c1,38,101,4,-6,-7,2,-0.5,8,0.0
CCSC1=N/C(=C\c2ccc(-c3ccccc3[N+](=O)[O-])o2)C(=O)S1,9,97,-4,0,15,28,4.7,-51,0.9
Cc1nn(CCCC(=O)Nc2cc(Oc3ccccc3)cc([N+](=O)[O-])c2)c(C)c1[N+](=O)[O-],1,101,12,9,-3,-12,-4.3,-3,-4.6
CCC1CCC(NC2CCCCNC2=O)CC1 (configuration not stated),20,88,0,6,5,10,-1.0,-7,-2.7
Cc1ccc(CNC(=O)c2ccc(CN3CCOCC3)cc2)cc1,84*,104,-4,0,5,12,-2.7,-6,-3.6
CC(/C=N/NC(=O)c1nnn(-c2nonc2N)c1C(C)C)=C\c1ccco1,17,106,-20,-6,10,20,-4.7,-4,-3.5
CC(NC(=O)CSc1nnc(-c2cccnc2)n1N)c1ccccc1 (configuration not stated),27,101,-6,7,-1,1,-3.5,7,-4.6
CC1=CC(=Nc2c(C)n(C)n(-c3ccccc3)c2=O)C=C(C)C1=O,-5,104,3,-2,-6,16,0.5,-6,-2.1
CC(/C=N/N1CCN(c2ccccc2)CC1)=C\c1ccccc1,23,97,-1,3,5,12,-0.7,-4,-1.1
COc1ccc(S(=O)(=O)N(CC(=O)NN=C2CCN(C)CC2)c2ccc(C)cc2)cc1OC,23,104,-24,3,-10,-6,-1.6,-6,-2.9
Nc1ccc2nc(-c3ccc(N)c(Cl)c3)[nH]c2c1,3,82,24,-4,-32,27,1.2,-9,-3.6
Cc1cccc(NC(=O)c2ccc(NCC3CCCO3)c([N+](=O)[O-])c2)n1 (configuration not stated),6,102,-4,9,10,10,-2.0,-10,-3.6
Cc1ccc(NC(=O)N(C)c2ccccc2)cc1,11,106,-8,6,-1,-7,-4.6,-6,-2.2
CC(=O)c1ccc(OCCNS(=O)(=O)c2ccc(-n3cnnn3)c(C)c2)cc1,10,94,0,8,-2,0,-3.7,-12,-0.8
Cc1cc(C)c(OCC(=O)Nc2ccccn2)c([N+](=O)[O-])c1,-6,97,1,1,-7,6,-3.5,-12,-1.5
CCOC(=O)c1c(NC(N)=O)nc2n1CCC2,-1,103,-2,9,1,-9,-1.2,-4,-1.4
Cc1ccc(C2=NCN(c3ccc(C(=O)O)cc3)C(=S)N2)cc1,18,96,-2,.,-1,10,-1.6,-4,-3.6
CN(C)S(=O)(=O)c1ccc(Cl)c(NC(=O)CN2C(=O)NC3(CCCC3)C2=O)c1,27,99,-6,-2,3,3,-0.7,-6,-0.6
COc1ccc(CCN2CC34C=CC(O3)C(C(=O)NCc3ccccc3)C4C2=O)cc1OC (configuration not stated),-5,111,-14,2,3,30,-0.2,0,-2.9
CCCCCc1c(O)c2ccccc2[nH]c1=O,24,97,8,2,5,26,1.8,-12,-0.9
Cc1ccc(O)c(C(=O)/C=C/c2ccc3c(c2)OCCCO3)c1,5,110,-5,1,-8,15,1.9,6,-0.1
CCCn1c(SCC(=O)NCCc2ccc(Cl)cc2Cl)n[nH]c1=O,21,106,-14,-6,0,2,-2.2,-13,-2.6
COc1cc(/C=N/Nc2ccc3ccccc3c2)ccc1OC(=O)c1ccco1,13,101,1,-1,-7,16,-2.4,-10,2.2
Cc1ccc(N2NC(C)(c3cccs3)NC2=S)cc1 (configuration not stated),0,115,2,1,7,4,-2.5,-8,-2.4
Clc1ccc(N/N=C/c2cccs2)nn1,-19,80,-14,5,8,-8,-4.1,-9,-2.9
Cc1ccc(S(=O)(=O)NCC(=O)OCC(=O)NC(=O)c2cccn2C)cc1,9,105,-3,0,0,0,-1.4,8,-5.2
Cc1nc2c(-c3ccc(F)cc3)c(C)nn2c(C)c1CCC(=O)Nc1ccccc1,3,81,-6,1,-3,18,0.3,4,-1.9
Cc1ccc(CNC(=O)C2CC(=O)N(c3ccc(OCC(=O)N4CCCC4)cc3)C2)cc1 (configuration not stated),-9,83,-25,1,-2,7,-1.2,5,-0.4
O=C(Nc1nc(-c2ccccn2)cs1)c1cc2ccccc2o1,-4,97,-6,-6,3,-30,-3.6,-6,-4.0
C[C@@H]1NC(=O)c2cc([N+](=O)[O-])cc(I)c2NCCCC[C@@H](C(N)=O)NC(=O)[C@H](CC(N)=O)NC1=O,-16,87,-6,4,7,7,-0.4,-6,0.1
CC(C(=O)NCC1CCCCC1)N1CCc2ccccc2C1 (configuration not stated),32,103,-13,4,-4,-5,-0.4,-8,-0.1
Cn1c(CCN2CCOCC2)nc2cc(NC(=O)c3cccs3)ccc21,64*,100,-5,2,-14,13,0.2,4,-2.7

# (cont.)
Compound,PHOSPHO1 inh,MEKK3 PB1 HTS,DNA FID counter,IDE cell activ,HCV NS3 hel inh,SUMO HTRF inh,VIM-2 inhibitor,p-CIP stab down,IMP-1 inhibitor
O=c1oc(/C=C/c2ccccc2)nc2sc3c(c12)CCC3,3,103,-4,3,1,48,-2.2,-7,-3.8
Cc1nc([N+](=O)[O-])c(Br)n1Cc1ccccc1,28,98,-4,5,10,0,0.2,1,-0.5
CCOC(=O)/C(C#N)=C\c1c(C)cc(C)c(COC(C)=O)c1C,-26,116,-17,2,-6,-50,-1.4,7,2.0
Cc1[nH]c(=S)c(C#N)c(-c2ccco2)c1C(=O)N(C)C,61*,102,-13,-4,4,22,-2.0,-9,3.6
Cc1noc(C)c1COC(=O)C1COc2ccccc2O1 (configuration not stated),5,94,-3,5,1,14,-2.2,-7,-5.0
Cc1ccc(OCC(=O)Nc2cccc(-c3nnc(-c4ccccc4)o3)c2)cc1,0,.,2,-13,-7,3,-1.7,-8,-1.8
Cn1cnnc1SCC(=O)Nc1ccc(S(=O)(=O)N2CCCC2)cc1,0,100,-4,7,6,16,-0.5,-13,-3.1
CC(C)c1nnc(NC(=O)c2cccs2)s1,1,104,-9,4,4,1,-2.5,8,-4.8
COc1ccccc1NC(=O)Cc1nnc(SCC(=O)NC2CCCCC2)n1C,26,100,-20,1,7,5,-0.1,-9,-0.2

# High-throughput results as filed in PubChem BioAssay.

# An excerpt. The share of hits here may be higher or lower than overall.
